# PLK1 PBD block: PLK1 (human) polo-box domain binding inhibition; P53350; Plk1 PBD binding of FITC phosphopeptide, fluorescence polarization; Potency, µM, for the others: max response, negative = inhibition, most hits filed as inhibitors; hit rate 2.8% among 360,000; also: potency is read from the fitted curve at half-maximal effect; series mostly up to about 57 µM; % is scaled to controls: 0 for no effect and ±100 for the full control effect; nearly all actives have a fitted effect of over 65% in size
# Target sequence (P53350 whole entry, looked up, the tested form may be a part): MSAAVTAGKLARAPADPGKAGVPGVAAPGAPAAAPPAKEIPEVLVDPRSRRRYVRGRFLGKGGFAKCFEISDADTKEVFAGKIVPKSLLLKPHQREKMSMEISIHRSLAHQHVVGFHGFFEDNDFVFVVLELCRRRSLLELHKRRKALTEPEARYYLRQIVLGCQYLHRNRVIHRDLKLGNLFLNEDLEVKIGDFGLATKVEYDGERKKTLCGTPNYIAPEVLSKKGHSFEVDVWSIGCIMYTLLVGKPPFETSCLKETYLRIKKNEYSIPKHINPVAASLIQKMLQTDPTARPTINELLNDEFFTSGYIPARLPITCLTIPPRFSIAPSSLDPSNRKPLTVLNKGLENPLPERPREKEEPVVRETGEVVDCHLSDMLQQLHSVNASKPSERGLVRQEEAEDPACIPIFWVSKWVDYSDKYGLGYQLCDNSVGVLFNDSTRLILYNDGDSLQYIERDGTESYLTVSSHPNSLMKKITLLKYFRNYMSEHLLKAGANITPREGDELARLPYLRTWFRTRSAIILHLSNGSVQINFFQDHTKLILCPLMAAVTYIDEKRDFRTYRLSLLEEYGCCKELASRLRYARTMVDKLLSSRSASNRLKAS
# PI5P4Ka inh: inhibitors of human PI5P4K alpha | max response, % | PI5P4Kalpha enzyme, ADP-Glo luminescence, 60 min; stronger effect = lower value | hit rate 1.2% among 330,000 | P48426 | AID 652105; active = max response of -50% or lower; inconclusive = between -30% and -50%; inactive = -30% or higher; also: value at the top dose of about 77 µM; % is scaled to controls: 0 for no effect and ±100 for the full control effect
# Target sequence (P48426 whole entry, looked up): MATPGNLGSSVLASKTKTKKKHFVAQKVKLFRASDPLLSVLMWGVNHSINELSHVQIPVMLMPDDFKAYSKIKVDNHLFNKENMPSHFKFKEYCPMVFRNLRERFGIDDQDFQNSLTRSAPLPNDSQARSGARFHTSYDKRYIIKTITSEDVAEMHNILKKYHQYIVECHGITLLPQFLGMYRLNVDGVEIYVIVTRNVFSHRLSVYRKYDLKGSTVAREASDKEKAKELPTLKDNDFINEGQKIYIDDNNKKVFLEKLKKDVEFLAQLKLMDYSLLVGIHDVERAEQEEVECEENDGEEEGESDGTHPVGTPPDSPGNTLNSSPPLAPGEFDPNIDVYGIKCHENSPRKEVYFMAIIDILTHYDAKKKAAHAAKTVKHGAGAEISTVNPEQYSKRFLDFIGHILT
#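 qHTS, 1536-well: enzyme/substrate mix, compound by pin tool, 5 microM ATP final; RT 60 min; ADP-Glo reagents 1 (45 min) then 2 (30 min); luminescence.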
# EPAC1 agonist: activates human EPAC1 exchange factor; hit rate 0.073% among 360,000; EPAC1 agonist qHTS, biochemical assay; response scale: 100% = response to 6.5 mM cAMP; Potency, µM (top dose mostly 154 µM), without a hit: at the highest dose activation, actives largely listed as activators; also: potency is read from the fitted curve at half-maximal effect; nearly all actives have a fitted effect of over 60% in size
#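 Normalized to 6.5 mM cAMP, activity reflects EPAC1-catalysed release of BODIPY-GDP from Rap1B, followed kinetically over 30 min at 480 nm excitation, 540 nm emission. Reaction contained 100 nM EPAC1, 250 nM Rap1B-BODIPY-GDP, 50 uM GDP.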
# GLP-1R agonist: GLP-1 receptor (human) agonism; P43220; HEK293 GLP-1R CRE-luciferase, luminescence, 4-6 h; cells express a hypersensitive GLP-1R form; hit rate 0.007% among 380,000; Potency, µM (titrated, usually from 45.6 µM), for the others: top-dose activation, actives largely listed as activators; also: potency is read from the fitted curve at half-maximal effect; % of control where 0% means no effect
# GLP1R cytotox: cytotoxicity in counter-screen for GLP-1R inverse agonists | HEK293 cAMP-luciferase reporter cells, luminescence, 24 h | Potency, µM (top dose mostly 38.3 µM), for inactives: top-dose activity change, negative = inhibition, actives largely listed as inhibitors | hit rate 0.13% among 410,000 | AID 624418;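 also: loss of luciferase light is scored as toxicity; potency is read from the fitted curve at half-maximal effect; % is scaled to controls: 0 for no effect and ±100 for the full control effect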
#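 A 23 nL compound transfer followed 12 hours of cell culture at 37 deg C; exposure then lasted 24 hr. Luciferase assay detection reagent was dispensed and plates read for luminescence after a 12 min room-temperature wait.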
# IL2 activator: activators of IL-2. IL-2 activation reporter assay, cell-based qHTS; stimulated with anti-CD3/CD4/CD28 beads; in transgenic mouse T cells. activation, % (series mostly up to about 46 µM). hit rate 0.065% among 360,000. AID 652025; in the data active = activation above about 50%; inconclusive = mostly about 30% to 49%; also: 0% is about no effect
#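 Unstimulated transgenic mouse T cells, 750 per well, received compound and, after 60 minutes, anti-CD3/anti-CD4 bead plus anti-CD28 stimulation. EGFP and DsRed were quantified after 18 hours.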
# GLP1R inv ag: inverse agonists of human GLP-1 receptor; P43220; HEK293 GLP-1R CRE-luciferase, luminescence, 24 h; GLP-1R form is constitutively active; Potency, µM (highest dose often 38.3 µM), for the others: top-dose activity change, negative = inhibition, usual class: inhibitors; hit rate 1.6% among 410,000; AID 624417; also: potency is read from the fitted curve at half-maximal effect; % is scaled to controls: 0 for no effect and ±100 for the full control effect; nearly all actives have a fitted effect of over 55% in size
#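 Using stably transfected HEK293 (constitutively active GLP-1R, cAMP-luciferase reporter), compounds were incubated 24 hr and luciferase measured by luminescence.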
# EPAC1 antag: blocks human EPAC1 exchange factor. EPAC1 GEF assay, Rap1b-BODIPY-GDP exchange fluorescence. O95398. Potency, µM (doses to about 115 µM), for the others: top-dose activity change, negative = inhibition, actives largely listed as inhibitors. AID 720709. hit rate 0.14% among 360,000;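 also: potency is read from the fitted curve at half-maximal effect; plate controls were vehicle for no effect and positive control for full effect; nearly all actives have a fitted effect of over 50% in size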
# PTHR1 agonist: PTHR1 (human) receptor agonism; Q03431; HEK293 GP2 PTHR1 cells, GloSensor cAMP luminescence, 1 h; Potency, µM (doses to about 115 µM), inactives show at the highest dose activation, most hits filed as activators; hit rate 0.075% among 410,000; AID 743266; also: potency is read from the fitted curve at half-maximal effect; nearly all actives have a fitted effect of over 55% in size; some results filed as inactive show a strong effect at the top dose; inactives centre near -15; many of its hits are not listed in these tables
#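 HEK-293-derived GP2 cells expressing PTHR1 and a GloSensor cAMP reporter, 3,000/well, plated overnight, given luciferin plus IBMX (each 0.5 mM as added) for 1 h at 37 °C, then compound for 1 h at 37 °C. Luminescence was read after 15 min at room temperature.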
# * marks the source's active call; other numbers are inactive results; i = inactive; ? = inconclusive; nt = no result given; & = joins results of further samples; [ ] = dose if it differs, or a comment. Unless noted, calls follow the shape of the dose curve; as a rule, active = well fitted curve in the direction sought with a large enough effect; inconclusive = small, poorly fitted or top-dose-only effect, or another doubt; inactive = no such curve, though single readings can be large; an effect the other way counts as inactive or inconclusive. Some of the compounds tested, so the mix of outcomes need not match the whole.
# Value order: PLK1 PBD block	PI5P4Ka inh	EPAC1 agonist	GLP-1R agonist	GLP1R cytotox	IL2 activator	GLP1R inv ag	EPAC1 antag	PTHR1 agonist
- Cc1ccc(C(=O)N(Cc2nc(-c3ccc(C)cc3)no2)C(C)C)cc1
 : 0%	6	-15%	-3%	-4%	-4.3	-4%	-9%	-11%
- COc1cc2ccc(C(C)=NNC(N)=S)cc2cc1OC
 : -8%	-1	3%	10%	-12%	-2.7	?	-1%	i
- Cn1cnc(S(=O)(=O)N2CCCCC2c2cc(C(=O)Nc3cccc(C#N)c3)no2)c1 (stereo not drawn)
 : -7%	1	-7%	4%	3%	0.2	7%	-9%	i
- COc1ccc(-n2c(SCC(=O)N/N=C(\C)c3cccnc3)nc3ccccc3c2=O)cc1
 : 2%	5	-4%	7%	7%	-0.2	5%	-16%	-15%
- O=c1ccn(Cc2ccccc2Cl)cc1
 : -3%	nt	3%	-1%	2%	2.4	-6%	6%	-3%[57.5 µM]
- COc1ccc(-c2ccc(-c3cc(=O)oc4cc(OC)c(OC)c(OC)c34)cc2)cc1F
 : -6%	0	-25%	5%	-3%	0.0	13%	17%	-43%
- COc1ccc(CNC(=O)c2csc(Cc3ccc(OC)cc3)n2)cc1
 : -9%	1	14%	33%	-17%	1.4	-42%	-5%	-22%
- CCc1nnc(NC(=O)C2CC(=O)N(Cc3ccco3)C2)s1 (stereo not drawn)
 : -7%	nt	0%	-9%	7%	-0.2	0%	-12%	12%[57.5 µM]
- O=C(NCc1ccc2c(c1)OCO2)c1cccc(Cl)c1
 : 0%	4	-8%	10%	12%	-3.1	-1%	7%	-51%[inhibitor]
- CC(C)N1CCN(Cc2ccc(C#CC(C)(C)O)s2)CC1CCO (stereo not drawn)
 : -4%	1	7%	5%	-1%	-2.8	?	2%	i
- CCOc1ccc(NC(=O)CC2C(=O)N(c3ccccc3)C(=O)N2C2CCCC2)cc1 (stereo not drawn)
 : nt	nt	nt	-2%	-6%	nt	?	nt	-23%
- O=C(CN1CCN(c2ccccc2O)CC1)Nc1ccc2c(c1)OCCCO2
 : 4%	0	12%	-6%	2%	0.8	-8%	2%	i
- O=C(O)c1cccc(Oc2ccc(C(=O)O)c([N+](=O)[O-])c2)c1
 : -2%	-30	0%	-11%	7%	-5.2	0%	13%	i
- COc1ccc(Nc2cc(C)nc3ncnn23)cc1
 : -8%	1	5%	13%	-1%	-0.4	5%	5%	i
- CCc1ccc(OCc2nnc(SCC(=O)N3CCOCC3)o2)cc1
 : -3%	7	14%	7%	3%	1.3	-4%	5%	-4%
- CCOC(=O)Cn1nc(NC(=O)c2cc(OC)cc(OC)c2)cc1C
 : -4%	-4	11%	13%	3%	0.0	-2%	15%	-36%[inhibitor]
- COc1ccc(CC(=O)OCC(=O)Nc2ccc(F)cc2)cc1
 : -1%	1	-2%	0%	-6%	0.2	-4%	-5%	-17%
- COC(C(=O)Nc1ccccc1C(=O)N1CCOCC1)c1ccccc1 (stereo not drawn)
 : -3%	7	1%	-6%	10%	-2.0	14%	18%	-21%
- Cc1ccccc1CN(c1ccc(C(N)=O)cc1)S(C)(=O)=O
 : -6%	nt	1%	0%	2%	15	?	-10%	i
- CC(C)C[C@H](NC(=O)N1CCn2c1nc1ccccc12)C(=O)NCc1ccc2c(c1)OCO2
 : 2%	-3	-6%	8%	-10%	-5.1	?	-14%	i
- Cc1cc(C)n2nc(C(=O)Oc3ccc4c(c3)OCO4)nc2n1
 : -11%	nt	12%	-8%	-6%	-1.8	0%	4%	i
- CCCCCCP(=O)(O)c1ccccc1
 : -4%	4	-4%	-6%	-4%	2.2	5%	4%	7%[57.5 µM]
- COc1ccc(Nc2nc3ccccc3n3cnnc23)cc1
 : 2%	nt	-13%	8%	-26%	2.4	0%	-3%	-6%
- O=C(C[n+]1ccccc1)Nc1nc2ccccc2s1
 : -4%	-2	-4%	0%	-14%	0.0	0%	11%	i
- Cn1cccc1CNCC(O)c1ccccc1 (stereo not drawn)
 : -10%	3	-1%	2%	0%	-0.3	33%[activator]	9%	28%
- O=C(CCS(=O)(=O)Cc1cccc(Cl)c1)NCCc1ccccc1
 : -13%	-3	0%	10%	-21%	0.9	-19%	-5%	i
- Cc1cccc(C)c1-n1nnnc1-c1nc2cc3ccccc3cc2[nH]c1=O
 : -4%	-13	11%	?	-43%	-0.5	?	6%	-14%
- CCn1c(CNC(=O)C2CCCCC2)cc2ccccc21
 : -8%	2	-3%	-6%	-6%	-1.8	?	-2%	i
- CC(c1ccccc1)N1C(=O)OC(C)(C)C1(C)O (stereo not drawn)
 : 0%	1	-11%	2%	4%	4.8	-11%	0%	i
- CCCCN(C)CCNC(=O)CN1C(=O)CSc2ccc(S(=O)(=O)N3CCOCC3)cc21
 : -5%	0	-6%	2%	-3%&3%	-0.1	-1%&9%	17%	-21%
- CC1CCN(Cc2nnnn2-c2ccc(Cl)cc2)CC1
 : -8%	5	1%	11%	0%	-2.5	-2%	-2%	-10%
- Cc1ccc(S(=O)(=O)N2CCN(C(=O)COC(=O)COc3ccccc3)CC2)cc1
 : 1%	nt	0%	-13%	9%	0.4	1%	6%	-10%[57.5 µM]
- CN1CCN(NC(=O)c2ccc(Cl)c([N+](=O)[O-])c2)CC1
 : 2%	6	0%	-8%	-3%	0.4	9%	0%	i
- Cc1ccc(NC(=O)CN(C)C(=O)Cc2coc3cc(C)c(C)cc23)cc1
 : -3%	5	2%	2%	-8%	-0.5	?	-3%	-57%
- CCc1ccccc1NC(=O)CCCN1C(=O)c2cccnc2C1=O
 : -3%	18	6%	3%	-6%	-4.2	10%	-1%	i
- CCN1C(=O)c2cccc3c(S(=O)(=O)Nc4ncccc4C)ccc1c23
 : -4%	nt	1%	?	83%[activator]	-2.3	10%	11%	-18%[57.5 µM]
- COc1ccc(OC)c(NS(=O)(=O)c2ccc3c(c2)n(C)c(=O)n3C)c1
 : -15%	-7	0%	0%	1%	-2.7	13%	10%	i
- COc1ccc(C(=O)Nc2ccccc2N2CCOCC2)cc1[N+](=O)[O-]
 : -16%	-8	7%	27%	67%[activator]	-0.3	17%	?	-26%
- Cc1ccccc1Oc1cccc(C(=O)/C(C#N)=C/N(C)C)c1
 : -4%	-2	-1%	4%	17%	-0.3	8%	-6%	-32%[inhibitor][57.5 µM]
- N#Cc1c(-c2ccccc2)cc(-c2ccc(O)cc2)nc1N
 : -12%	-5	17%	13%	-6%	-0.5	-4%	-21%	-26%
- O=C(c1ccc(F)cc1)C1CCN(C(=O)Nc2ccc(F)cc2F)CC1
 : -1%	1	9%	13%	14%	-0.9	-23%	-6%	i
- O=C(Nc1ccc(OC(F)(F)F)cc1)C1CC(=O)N(Cc2ccco2)C1 (stereo not drawn)
 : 3%	-5	-6%	-9%	1%	-3.3	-25%	-1%	i
- Cc1ccccc1-n1c(=O)c2c(n3cnnc13)-c1ccccc1CC21CCCCC1
 : -6%	10	5%	1%	-9%	0.0	16%	2%	i
- COc1ccc(Nc2nc(-c3c(C)nc4ncccn34)cs2)cc1
 : -3%	-2	-4%	?	-33%	-1.9	-62%	-7%	-21%
- CCN=c1scc(-c2ccco2)n1/N=C/c1ccc(O)cc1
 : -10%	1	0%	18%	-35%	-1.7	0%	-9%	-15%[57.5 µM]
- O=[N+]([O-])c1cc([N+](=O)[O-])c(Oc2cc(F)cc(F)c2)cc1NN1CCCCC1
 : 27µM*	-1	-4%	-4%	-1%	-2.2	12%	2%	i
- O=C(C[C@@H]1C/C=C\C[C@H](Cc2ccc(F)cc2)C(=O)OC[C@@H](Cc2c[nH]c3ccccc23)NC1=O)NCCO
 : 4%	-1	-1%	2%	7%	-0.4	-1%	0%	-22%
- COc1cc(NC(=O)CSc2nc3ccccc3cc2Cc2ccccc2)cc(OC)c1
 : -1%	nt	6%	-6%	-8%	-3.0	9%	6%	-4%[57.5 µM]
- O=c1c2c(nc3nc(NCc4cccc5ccccc45)[nH]n13)CCC2
 : -12%	-1	14%	3%	7%[7.66 µM]	0.8	16%[7.66 µM]	12%	0%
- Cc1cc(Br)ccc1NC(=O)CN(C)Cc1cccs1
 : -7%	25	4%	21%	-23%	0.2	?	-11%	-9%
- CCCCS(=O)(=O)/C=C\C=C/S(=O)(=O)CCCC
 : 15µM*	-5	-5%	-28%	-22%	-0.5	?	-11%	-11%
- COc1ccc(CCNC(=O)CCC(=O)NC2CCCC(C)C2C)cc1OC (stereo not drawn)
 : -3%	1	3%	-4%	11%	-1.7	9%	-13%	i
- CCn1c(=NC(=O)C2COc3ccccc3O2)sc2c(OC)ccc(OC)c21 (stereo not drawn)
 : -7%	3	-7%	12%	1%	-1.0	10%	-1%	-27%
- CCN(CC(=O)Nc1c(F)cccc1F)C(=O)c1ccc(-c2ccccc2)cc1
 : -2%	0	2%	-15%	5%	-2.8	?	6%	-49%[inhibitor]
- O=C(Nc1cccc(N2CCCC2)c1)c1cccs1
 : -9%	nt	11%	-6%	-11%	-1.7	0%	-2%	-26%[57.5 µM]
- COc1ccccc1OCCSc1nc2ccccc2n1CCC(=O)O
 : -1%	1	13%	4%	3%	0.1	2%	17%	i
- CCn1cc(C(=O)NC2CCCCC2)c(=O)c2cc(S(=O)(=O)N(C)C)ccc21
 : -13%	-4	-2%	-4%	1%	-0.8	10%	-19%	i
- O=C(/C=C/Nc1ccc(S(=O)(=O)Nc2ncccn2)cc1)c1ccc2ccccc2c1
 : -28%	-5	7%	3%	13%	-4.5	14%	-13%	-5%
- Cc1cc(N(CN2CCCC2=O)C(=O)c2ccc(F)cc2)no1
 : 3%	4	3%	-8%	3%	-1.1	5%	-13%	-16%
- Cc1cc(C)n(-c2nc(NC(C)C)nc(NC(C)C)n2)n1
 : -2%	nt	14%	-2%	?	-3.1	?	-12%	i
- CCCN(CCC)C(=O)Cn1ccc(=N)c2ccccc21
 : 2%	-6	0%	-8%	-1%	-3.6	4%	3%	i

# Screens from PubChem BioAssay.
